Bioassay records (PubChem)
RAD52 anneal inh: RAD52 (human) annealing inhibition. inhibition, % at 18.7 µM. 360,000 tested, 0.46% active. recombinant RAD52 DNA annealing, FRET fluorescence. P43351;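 active means every replicate showing at least 50% inhibition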
Target sequence (P43351 whole entry, looked up): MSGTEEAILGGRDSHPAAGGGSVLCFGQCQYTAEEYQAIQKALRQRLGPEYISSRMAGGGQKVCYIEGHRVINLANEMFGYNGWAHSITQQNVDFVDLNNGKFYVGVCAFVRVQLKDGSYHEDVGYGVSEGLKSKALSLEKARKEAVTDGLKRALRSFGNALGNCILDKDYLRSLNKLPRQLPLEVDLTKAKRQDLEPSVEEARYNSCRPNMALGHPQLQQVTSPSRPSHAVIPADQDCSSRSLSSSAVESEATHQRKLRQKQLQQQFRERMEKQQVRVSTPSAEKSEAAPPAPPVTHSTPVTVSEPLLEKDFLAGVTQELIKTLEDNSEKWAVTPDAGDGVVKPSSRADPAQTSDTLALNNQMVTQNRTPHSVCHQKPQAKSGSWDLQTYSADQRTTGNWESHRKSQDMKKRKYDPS
ERAP1 inh: inhibitors of human ERAP1 aminopeptidase. 340,000 tested, 0.15% active. Q9NZ08. recombinant ERAP1, Leu-AMC fluorescence, 60 min. inhibition, % at 10.7 µM;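 active means mean replicate inhibition of at least 30%, or all replicates individually reaching that 30% level; inactive means mean below 30% and not every replicate reaching it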;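 further: 0% = neutral control wells and 100% = L-leucinethiol positive control wells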
The depositor's hits bear a star; i = inactive.

Values run as follows: RAD52 anneal inh | ERAP1 inh
> COc1cccc(C(C(=O)NC2CCCCC2)N(C(=O)c2cccs2)c2ccc3c(c2)OCO3)c1 (stereo not drawn)
 : -14 | 0
> NC(=O)Cc1ccc(C(=O)c2ccc(Cl)cc2Cl)s1
 : -81 | 0
> O=C(CCOc1ccccc1)Nc1cccc(S(=O)(=O)Nc2ccccc2Cl)c1
 : -88 | -2
> Fc1ccc(-c2cnn3c(-c4cccs4)ccnc23)cc1
 : -46 | 3
> C(=N\Nc1nc(N2CCCCC2)nc(N2CCCCC2)n1)/c1c[nH]c2ccccc12
 : -12 | 14
> COc1cc(CNC(=O)c2cccc(COc3ccc(Cl)cc3)c2)cc(OC)c1
 : 1 | -2
> NNC(=S)NCc1ccco1
 : -4 | -1
> CCOC(=O)C1CSCCS(=O)(=O)N1Cc1cccc(F)c1 (stereo not drawn)
 : -12 | -1
> CCc1ccc(CN(C)C(=O)CCc2nnc(CCc3cccc(OC)c3)o2)nc1
 : -20 | 2
> COc1cc(C(=O)OCc2ccc([N+](=O)[O-])cc2)cc(OC)c1OC
 : -17 | 2
> COc1ccc(NC(=O)CC2C(=O)N(c3ccc(F)cc3)C(=S)N2NC(=O)c2ccccc2)cc1 (stereo not drawn)
 : -8 | 2
> CCN(CC)c1ccc(/C=C(/C#N)C(=O)NCc2ccccc2)o1
 : -89 | 0
> Cc1ccccc1C(=O)NNC(=O)CSc1nnc(C)n1-c1ccccc1
 : -4 | -5
> Cc1ccccc1NC(=O)c1c(C)nc(SCC(=O)OCc2ccccc2)c(C#N)c1-c1ccc(F)cc1
 : -6 | 10
> Clc1cncc(Cl)c1NNc1c2ccccc2nc2ccccc12
 : -24 | -1
> COc1ccc(NCC(O)Cn2cnc3c2c(=O)n(C)c(=O)n3C)cc1 (stereo not drawn)
 : 1 | 0
> Cc1cc(N2CCCCC2)ccc1[N+](=O)[O-]
 : -9 | -3
> COc1ccc(CCNC(=O)CSc2nnc3ccccn23)cc1
 : -8 | 1
> Cc1ccc(C(=O)COC(=O)CNC(=O)c2ccc(N3C(=O)c4ccccc4C3=O)cc2)cc1C
 : -3 | -4
> O=C(COC(=O)COc1cccc(Br)c1)Nc1c(Cl)cccc1Cl
 : -12 | 2

Six entries from above, set out differently:
RAD52 anneal inh	ERAP1 inh	Molecule
-24	-1	Clc1cncc(Cl)c1NNc1c2ccccc2nc2ccccc12
1	0	COc1ccc(NCC(O)Cn2cnc3c2c(=O)n(C)c(=O)n3C)cc1 (stereo not drawn)
-9	-3	Cc1cc(N2CCCCC2)ccc1[N+](=O)[O-]
-8	1	COc1ccc(CCNC(=O)CSc2nnc3ccccn23)cc1
-3	-4	Cc1ccc(C(=O)COC(=O)CNC(=O)c2ccc(N3C(=O)c4ccccc4C3=O)cc2)cc1C
-12	2	O=C(COC(=O)COc1cccc(Br)c1)Nc1c(Cl)cccc1Cl

(further entries)
Values run as follows: RAD52 anneal inh | ERAP1 inh
> CCCSc1nc2cc(C)c(C)cc2n1CC(O)CO (stereo not drawn)
 : -3 | 3
> Cc1[nH]c(=S)sc1Cc1ccc(Cl)c(Cl)c1
 : 5 | 6
> Cc1cccc(COc2ccc(S(=O)(=O)N3CCOCC3)cc2[N+](=O)[O-])c1
 : -5 | -4
> Cc1noc(NS(=O)(=O)c2ccc(NC(=O)CCN3C(=O)c4ccccc4C3=O)cc2)c1C
 : -10 | -1
> Clc1ccc(C2=NN=C3COc4ccccc4N3C2)cc1
 : -103 | 6
> Cc1nonc1NC(=O)c1oc2ccccc2c1C
 : -11 | 2
> CCN(CC)C(=O)c1c([N+](=O)[O-])c(C(C)(C)C)nn1C
 : -12 | -2
> COCCNC(=S)N/N=C/c1ccc(OCc2ccc(C(=O)OC)cc2)cc1
 : -4 | 7
> O=C(NCC1CCCN(C(=O)c2cscn2)C1)c1ccc(-c2ccccc2)cc1 (stereo not drawn)
 : 0 | -2
> COc1ccc(C(=O)OCC(=O)Nc2ccccc2)cc1[N+](=O)[O-]
 : 1 | 1
> CCc1nnc(NC(=O)c2cc(S(=O)(=O)N3CCCCC3)ccc2N2CCOCC2)s1
 : -15 | 0
> COc1ccccc1-n1nnnc1SC(C)C(=O)NC1CCCC1 (stereo not drawn)
 : -7 | 0
> COCCNC(=S)N1CCN(C/C=C/c2ccccc2)CC1
 : -9 | 3
> Cc1cc(OCc2cc3c(cc2Cl)OCO3)c2c(C)cc(=O)oc2c1
 : -16 | -3
> CCNC(=O)C1CC(=O)N(Cc2ccc(F)cc2)C(=Nc2ccc(OC)cc2)S1 (stereo not drawn)
 : -6 | 2
> CC(=O)/C(=N/Nc1ccc(C)cc1)Sc1nnc(CCc2ccccc2)n1-c1ccccc1
 : -13 | -1
> O=[N+]([O-])c1cc(-c2nnc(Nc3ccccc3)c3ccccc23)ccc1N1CCOCC1
 : -8 | -2
> O=C(Nc1cc(S(=O)(=O)N2CCOCC2)ccc1O)c1ccc(NS(=O)(=O)c2ccc(Cl)s2)cc1
 : -23 | 0
> O=C(COC(=O)c1ccc(O)cc1)Nc1ccc(Cl)cc1
 : -11 | 6
> COc1ccc(CCN(C)C(=O)CSc2nnnn2C)cc1OC
 : -7 | -1

Random excerpt: 2 entries already listed.
Values run as follows: RAD52 anneal inh | ERAP1 inh
> O=C(Nc1cc(S(=O)(=O)N2CCOCC2)ccc1O)c1ccc(NS(=O)(=O)c2ccc(Cl)s2)cc1
 : -23 | 0
> O=C(NCC1CCCN(C(=O)c2cscn2)C1)c1ccc(-c2ccccc2)cc1 (stereo not drawn)
 : 0 | -2

(more compounds)
Values run as follows: RAD52 anneal inh | ERAP1 inh
> O=C1NCCc2c1[nH]c1ccc([N+](=O)[O-])cc21
 : -8 | -2
> CC(C)C[C@@H]1CN(CCCC[C@H]2CNC(=O)C(=O)N2CCC2CCCCC2)C(=O)C(=O)N1Cc1ccccc1
 : 6 | -2
> COc1cccc(C(=O)N2C(C(=O)O)CSC2c2ccccc2Cl)c1 (stereo not drawn)
 : -16 | -6
> Cc1ccc(S(=O)(=O)N2CCC(C(=O)OCC(=O)N3CC(C)CC(C)C3)CC2)cc1C (stereo not drawn)
 : 3 | 0
> CCN(CC)/C(=N\S(=O)(=O)c1ccccc1C)c1ccccc1
 : -6 | -2
> O=C(N/N=C\c1ccccc1OCc1ccccc1)c1ccco1
 : -75 | -4
> c1ccc(CN2CCN(c3cnc4ccccc4n3)CC2)cc1
 : -8 | 0
> Cc1ccc(Cl)cc1N1CCN(C(=O)c2cccc3c(=O)c(C)c(-c4ccccc4)oc23)CC1
 : -4 | -2
> NC(=O)c1ccsc1NC(=O)c1coc2ccccc2c1=O
 : -23 | 3
> CC/C(=C/c1sc2ccc(C)cc2[n+]1CCCS(=O)(=O)[O-])SC
 : -100 | 4
> CCOC(=O)C1(CC2CCCCO2)CCN(S(=O)(=O)c2cc(C)cs2)CC1 (stereo not drawn)
 : -5 | 5
> CCOC(=O)c1ccc(N2CCN(c3ccc(F)cc3)CC2)c(NC(=O)Nc2cccc(OC)c2)c1
 : -13 | 2
> COc1ccc(N(CCN2C(=O)c3ccccc3C2=O)C(=O)c2cccc([N+](=O)[O-])c2)cc1
 : -3 | -3
> O=C(CN(C(=O)c1csnn1)c1cccc(F)c1)NCc1ccc(F)cc1
 : -28 | 5
> Cc1ccc(-n2nc(C)c(Sc3ccccc3[N+](=O)[O-])c2N)cc1
 : -12 | 3
> Cc1ccc(O)c(NC2=C(Cl)C(=O)N(Cc3ccccc3)C2=O)c1
 : -30 | -2
> CCOc1ccc(Br)cc1S(=O)(=O)Nc1ccc(NC(=O)c2ccccc2C)cc1
 : -10 | 4
> COc1cccc(/C=C/C(=O)OCC(=O)Nc2ccccc2Sc2ccccc2)c1
 : -18 | 6
> COc1ccc(C(=O)Nc2ccncc2)c(OC)c1
 : -10 | 12
> CC(C)OCCCNC(=O)C1CCN(S(=O)(=O)N2CCCC2)CC1
 : -5 | -1
> Cc1ccc(C(=O)NCC#N)cc1
 : -26 | 0
> CC(=O)N(C)c1nc(N)n(-c2ccccc2)n1
 : -7 | 0
> CN1Cc2sc(NC(=S)NC(=O)c3ccccc3)c(C#N)c2CC1(C)C
 : 35 | 16
> Cc1ccc(/C=C/C(=O)Nc2cccc(S(=O)(=O)N3CCOCC3)c2)o1
 : -24 | 1
> O=C(O)c1ccc(CSc2nnc(-c3ccncc3)n2-c2ccc(Cl)cc2)cc1
 : -15 | 3
> Cc1nc(-c2ccccc2)sc1C(=O)NN
 : -12 | 1
> CN(Cc1c(C(=O)N2CCc3ccccc3C2)nc2ccc(Cl)cn12)C(C1CC1)C1CC1
 : -10 | 0
> COc1ccc(C2Nc3ccccc3C(=O)N2NS(=O)(=O)c2ccc(C)cc2)cc1 (stereo not drawn)
 : -4 | 4
> O=C(CCn1nc(-c2ccccc2)ccc1=O)N1CCOCC1
 : -4 | 0
> CC1=C(C(=O)N2CCOCC2)C(c2ccc(OC(F)F)cc2)NC(=S)N1c1ccccc1 (stereo not drawn)
 : -10 | 1
> CCOC(=O)C1=NOC(CNc2ncc(C(F)(F)F)cc2Cl)C1 (stereo not drawn)
 : 3 | 1
> CC(=O)c1cccc(NC(=O)N2CCCC2C(=O)Nc2ccc3c(c2)OCCO3)c1 (stereo not drawn)
 : 5 | -2
> Cc1ccccc1S(=O)(=O)Cc1ccc(C(=O)NC2CCCCC2)o1
 : -13 | -3
> O=C(NNC(=O)c1cccs1)c1ccc(Cl)c(Cl)c1
 : -5 | 1
> O=C(/C=C/c1ccc(Cl)cc1)N(Cc1ccccc1)c1ccccn1
 : -6 | -3
> CSC12CCCN(CCC(C(C)(C)C)C1)C2=O (stereo not drawn)
 : -9 | 0
> O=C(Nc1ccc(S(=O)(=O)N2CCN(c3ccccc3)CC2)cc1)c1cccs1
 : -14 | -1
> O=[N+]([O-])c1ccc(Cl)c2c1C1C=CCC1C(c1ccccn1)N2 (stereo not drawn)
 : -14 | 0
> CCCCNC(=O)Nc1ccccc1Br
 : -6 | 2
> O=C(Nc1ccc2ncccc2c1)c1cc(Cl)ccc1Cl
 : -18 | -3

Next part:
Molecule	RAD52 anneal inh	ERAP1 inh
CC(=O)c1cc(-c2ccccc2)n(CC(=O)NC(C)(C)C)c1C	-2	-3
Cc1ccc(C(=O)Nc2cc([N+](=O)[O-])ccc2F)s1	-13	-2
COc1ccccc1OC(C)c1nnc(SCC(=O)Nc2c(C)n(C)n(-c3ccccc3)c2=O)n1-c1ccccc1 (stereo not drawn)	-6	2
c1ccc2[nH]c3cc4ncnc4cc3nc2c1	-316	5
COc1ccc(NC(=O)CN(C)C(=O)c2cccc(NS(=O)(=O)c3ccc(Br)cc3)c2)cc1	4	-2
COc1ccc(CCNC(=O)CN2C(=O)NC(C)(c3ccc([N+](=O)[O-])cc3)C2=O)cc1 (stereo not drawn)	-4	8
N#Cc1cc(C(=O)c2ccccc2OCC(=O)Nc2ccccc2)cn(C2CCCCC2)c1=O	-10	2
CCCCNC(=O)COC(=O)c1cc(C)oc1C	-7	0
c1csc(-c2nc(-c3ccc(-c4ccon4)s3)no2)c1	-47	1
COc1ccc(/C=C/C(=O)Oc2cc(C)[nH]c(=O)c2[N+](=O)[O-])cc1OC	-3	10
CCOC(=O)C1(C)Oc2cccnc2NC1=O (stereo not drawn)	-9	9
COC(=O)Cc1[nH]c(Cl)nc1C(N)=O	-8	11
CCCCCC1(C(=O)OCC)CC(CSC(=N)N)OC1=O (stereo not drawn)	-10	-3
CCc1ccc[n+](-c2[nH]c(=O)sc2/C=N/NC([S-])=Nc2ccccc2)c1	i	2
CCOc1ccc(OCCn2nnc3ccccc3c2=O)cc1	-7	-5
CCOC(=O)C1(CC2CC2)CCN(Cc2cn[nH]c2-c2ccccc2)CC1	-1	-4
C=CCc1cc(/C=C/c2nc(O)c([N+](=O)[O-])c(=O)[nH]2)cc(OC)c1O	-29	7
CC1=C(C(=O)Nc2ccc(C)cc2)C(c2cccs2)NC(=S)N1 (stereo not drawn)	-4	-3
CCOC(=O)Cn1nc(C)n(-c2ccc(Br)cc2)c1=O	-7	3
NS(=O)(=O)c1ccc(NC(=O)Nc2ccc(Cl)cc2)cc1	-15	0
Cc1ccc(NC(=O)CCc2nc3ccccc3s2)c(O)c1	-7	1
CCOC(=O)c1cc2c(nc1NC(=S)NCc1ccccc1)CCCC2	-1	-3
COc1ccccc1Cc1c(-c2ccco2)nc2c3ccccc3ccn12	-112	-1
O=C(O)C1CC=CCC1C(=O)Nc1cccc([N+](=O)[O-])c1 (stereo not drawn)	-16	-3
Cc1ccc(S(=O)(=O)Nc2ccc(C(=O)Nc3ccncc3)cc2)cc1	6	-4
Clc1ccccc1CN1CCN(/N=C/c2ccncc2)CC1	-5	-1
Cc1noc(C)c1COC(=O)c1cccc(N(C)C)c1	-20	0
O=Nc1nc2ncccn2c1-c1ccccc1	-16	4
Cc1cccc(Sc2ccc([N+](=O)[O-])cc2[N+](=O)[O-])n1	-12	7
COCCN(C(=O)CCc1nnc(CCc2c[nH]c3ccccc23)o1)C(C)C	-5	-2
COc1cc([N+](=O)[O-])cc2sc(NC(=O)C3CC3)nc12	5	0
COc1ccccc1NS(=O)(=O)c1cc(NC(=O)c2cc3ccccc3oc2=O)ccc1C	-1	0
COc1ccc(C(=O)Nc2nc3cc4c(cc3s2)OCCO4)c(OC)c1	-17	-3
Cc1nnsc1Sc1ccccn1	-64	-1
Cc1ccc(Sc2c([N+](=O)[O-])c(C)nn2C)cc1	2	-1
COc1ccc(-n2nnnc2SCC(=O)Nc2ccccc2N2CCOCC2)cc1OC	-4	-2
O=[N+]([O-])c1ccccc1C=CC=NN=Cc1ccccc1O	-1	1
O=C(Nc1ccccc1N1CCCC1)c1ccc([N+](=O)[O-])cc1Cl	-4	2
Nc1ccccc1Nc1cc(-c2ccccc2)nn1-c1cccc(Cl)c1	-9	0

An excerpt; count on the stated rates, not on these rows.
